S-ASM inh = Inhibitors of Secretory Acid Sphingomyelinase (S-ASM): qHTS; actives 0.006% (n = 340,000); Potency, µM (doses to about 57.5 µM), for inactives: at the highest dose activity change, negative = inhibition, usual class: inhibitors; Sphingomyelin phosphodiesterase (Homo sapiens), P17405; placental ASM, HMU-PC fluorogenic substrate, 60 min; note: potency is the fitted concentration of half-maximal effect
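Steps: dispense placental human ASM, pin compound, wait 10 min at room temperature, add HMU-PC0 substrate at 9 uM final, incubate 60 min at 37 °C, add stop solution raising pH to 10, read fluorescence.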
Eya2 phos inh = qHTS Assay for Inhibitors of the Phosphatase Activity of Eya2 | Protein phosphatase EYA2 (Homo sapiens), O00167 | recombinant Eya2, OMFP fluorescence dephosphorylation (OMFP is methylfluorescein phosphate) | Potency, µM (top dose mostly 76.9 µM), for the others: at the top dose activity, negative = inhibition, usual class: inhibitors | actives 0.006% (n = 330,000); note: potency is the fitted concentration of half-maximal effect; % is set by controls: 0 for no effect and ±100 for the full control effect
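Eya2 (0.2 uM) preincubated 10 min at ambient with compound, then OMFP substrate added at 50 uM; 10 min reaction in 50 mM HEPES pH 7.5, 50 mM NaCl, 5 uM MgCl2, 0.05% BSA, 1 mM DTT. Fluorescence read at Ex 485/Em 525 nm.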
TCR activator = Activators of T cell receptors: qHTS campaign; Potency, µM (series often up to 9.22 µM), for inactives: at the highest dose activation of IL-2 secretion, most hits filed as activators; AID 504894, 2011; primary human leukocytes, anti-CD3, IL-2 HTRF, 48 h; 330,000 tested, under 10 active; note: % of control where 0% means no effect
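Primary human leukocytes were stimulated with a-CD3 beads plus compounds for 48 hr without co-stimulation; secreted IL-2 was quantified by HTRF using a-IL-2-K (europium cryptate) and a-IL-2-d2, excited at 320nm with acceptor emission read at 665nm.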
Chronic BCR inh = qHTS Assay to Find Inhibitors of Chronic Active B-Cell Receptor Signaling. ABC-DLBCL IkBa-CBG/CBR reporter, luminescence ratio, 4 h. Potency, µM (highest dose often 46.1 µM), for the others: at the highest dose ratio change, negative = lower green/red ratio, usual class: inhibitors. actives 0.05% (n = 340,000). AID 493014, 2011; active = well fitted inhibition curve with a large enough effect in the signal ratio, with a control signal flat, not every such curve was filed as active; inconclusive = small, poorly fitted or top-dose-only effect, or effect the other way, or a change in a side signal; the % refers to the signal ratio;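 note: potency is the fitted concentration of half-maximal effect; plate controls were basal doxycycline-induced cells for no effect and cells given 10 µM MG132 for full effect; MG132 reads +100%, hits lower the ratio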
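Concentration-response series (up to 46 uM) were applied to TMD8 dual-reporter cells for 4 h at 37C with doxycycline. Green/red ratio, after filter-overlap correction, defined %Activity; red signal alone was normalised to basal cells and zero luminescence.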
ELG1 DNA repair = qHTS screen for small molecules that inhibit ELG1-dependent DNA repair in human embryonic kidney (HEK293T) cells expressing luciferase-tagged ELG1; Potency, µM (series often up to 46.1 µM), inactives show at the top dose activity change, negative = inhibition, most hits filed as inhibitors; HEK293T ELG1-luciferase reporter, luminescence, 16 h; DNA damage induced by 5-fluorouridine; actives 2.3% (n = 330,000); note: potency is the fitted concentration of half-maximal effect; % is set by controls: 0 for no effect and ±100 for the full control effect; nearly all actives have a fitted effect of over 55% in size
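Step one: seed 2,000 cells per well. Step two: pin-transfer compound or DMSO alongside 5-fluorouridine. Step three: incubate 16 hr, 37 °C, 5% CO2. Step four: add ONE-Glo, wait 30 min, read luminescence.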
TSHR antagonist = Antagonists of the Thyroid Stimulating Hormone Receptor: HTS campaign; AID 504810, 2011; actives 0.2% (n = 330,000); Thyrotropin receptor (Homo sapiens), P16473; activity change, negative = inhibition, % at 11.5 µM; TSHR-expressing cells, TSH-stimulated cAMP HTRF, 2 h; hits give low values;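 active = activity change below a set negative limit, meaning inhibition stronger than a set level, cut at about -70% in these data; inconclusive = activity change between two set negative limits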; note: % is set by controls: 0 for no effect and ±100 for the full control effect
Target sequence (P16473 whole entry, looked up): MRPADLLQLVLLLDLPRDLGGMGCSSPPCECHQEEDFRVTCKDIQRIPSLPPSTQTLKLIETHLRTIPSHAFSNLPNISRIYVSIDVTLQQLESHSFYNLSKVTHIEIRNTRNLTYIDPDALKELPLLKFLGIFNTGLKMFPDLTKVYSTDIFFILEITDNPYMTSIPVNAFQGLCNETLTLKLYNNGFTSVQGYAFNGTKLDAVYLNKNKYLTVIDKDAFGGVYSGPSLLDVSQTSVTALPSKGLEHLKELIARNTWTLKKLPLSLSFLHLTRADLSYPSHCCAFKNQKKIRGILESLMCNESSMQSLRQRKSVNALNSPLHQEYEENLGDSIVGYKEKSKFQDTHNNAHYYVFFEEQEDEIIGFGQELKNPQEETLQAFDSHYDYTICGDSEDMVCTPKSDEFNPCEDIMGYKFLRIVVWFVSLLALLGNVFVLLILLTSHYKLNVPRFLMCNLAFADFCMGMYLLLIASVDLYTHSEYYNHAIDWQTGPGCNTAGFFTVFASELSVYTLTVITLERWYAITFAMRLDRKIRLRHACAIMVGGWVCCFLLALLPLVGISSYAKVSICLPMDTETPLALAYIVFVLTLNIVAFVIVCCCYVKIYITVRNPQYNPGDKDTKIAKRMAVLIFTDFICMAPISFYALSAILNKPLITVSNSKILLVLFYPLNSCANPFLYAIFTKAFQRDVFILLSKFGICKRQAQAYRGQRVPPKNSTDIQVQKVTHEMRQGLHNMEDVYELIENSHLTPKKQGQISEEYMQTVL
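Inhibition of cAMP made by TSHR-expressing cells under TSH stimulation (4nM final, EC80; 2 h, 37 deg C) is quantified with a one-step lysis HTRF kit, anti-cAMP cryptate versus cAMP-d2.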
Integrin act MD = qHTS for Activators of Integrin-Mediated Alleviation for Muscular Dystrophy. alpha7betagal myoblasts, beta-gal FDG fluorescence, 48 h. Potency, µM (titrated, usually from 38.3 µM), for inactives: top-dose activation, most hits filed as activators. actives 0.064% (n = 350,000). AID 624291, 2012;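 note: potency is the fitted concentration of half-maximal effect; 100% = response of the positive control SU9516; nearly all actives have a fitted effect of over 60% in size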
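Alpha7betagal+/- myoblasts (passage 13) were plated 16-24 hr, then exposed to compounds (1:260 dilution of DMSO stock) for 48 hours at 37C. After MPER lysis, β-galactosidase reporter activity was read as FDG fluorescence (ex 480/em 540) after 30 minutes.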
PTAP TSG101 blk = qHTS Assay for Iinhibitors of HIV-1 Budding by Blocking the Interaction of PTAP/TSG101; Fluorescence polarization, FITC-PTAP peptide / Tsg101 binding; Potency, µM (doses to about 115 µM), for the others: at the top dose activity change, negative = inhibition, usual class: inhibitors; 340,000 tested, under 10 active; AID 493005, 2010; active = well fitted inhibition curve with a large enough effect in the main read-out, with a control signal flat, not every such curve was filed as active; inconclusive = small, poorly fitted or top-dose-only effect, or effect the other way, or a change in a side signal; inactive = no such curve, though single readings can be large or run the other way; note: potency is the fitted concentration of half-maximal effect; % of control where 0% means no effect
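Compounds were pin-transferred onto Tsg101 binding domain (10 uM final) in HEPES pH 7.5 buffer, then FITC-PTAP peptide was added at 50 nM final. After 20 min at RT, polarization reported peptide displacement across a qHTS concentration series.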
AT treatment = qHTS Assay for Identifying a Potential Treatment of Ataxia-Telangiectasia; […] A-T fibroblasts, KAP-1 phosphorylation AlphaLISA; neocarzinostatin DNA damage 30 min before lysis; Potency, µM (top dose mostly 57.5 µM), for the others: at the top dose activation, most hits filed as activators; actives 0.19% (n = 320,000); AID 485349, 2010; note: potency is the fitted concentration of half-maximal effect; % of control where 0% means no effect; nearly all actives have a fitted effect of over 45% in size
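hTERT-immortalized A-T patient fibroblasts ([…]), 500 cells/well in OPTI-MEM, 1% FBS, got compounds for 60 min, then NCS for 30 min at 37C. Lysates were then assayed for phospho-KAP-1 by AlphaLISA (anti-pKAP1 donor, anti-KAP1 acceptor beads), 6 hr at 25C.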
Tb PFK block = qHTS Assay to Find Inhibitors of T. brucei phosphofructokinase; ATP-dependent 6-phosphofructokinase (Trypanosoma brucei brucei), O15648; T. brucei PFK, ADP-Glo luminescence; Potency, µM (titrated, usually from 57.5 µM), inactives show top-dose activity, negative = inhibition, most hits filed as inhibitors; actives 0.17% (n = 330,000); AID 485367, 2010;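 note: potency is the fitted concentration of half-maximal effect; 0% = uninhibited 1x PFK enzyme wells and -100% = no-enzyme wells; nearly all actives have a fitted effect of over 60% in size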
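Compounds were pin-transferred as a titration series up to 57 uM into substrate buffer (0.5 mM F6P, 0.1 mM ATP, pH 8.0), then 1.25 nM PFK was added and reactions ran 45 min before ADP-Glo detection.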
Mito fusion yeast = qHTS Assay for Small Molecule Inhibitors of Mitochondrial Division or Activators of Mitochondrial Fusion. Potency, µM (doses to about 46.1 µM), inactives show at the highest dose growth rescue (activation), actives largely listed as activators. actives 0.23% (n = 320,000). S. cerevisiae fusion-defective mutant growth rescue, CellTiterGlo 48 h. AID 485298, 2010;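 note: potency is the fitted concentration of half-maximal effect; % of control where 0% means no effect; nearly all actives have a fitted effect of over 45% in size; temperature-sensitive fusion mutants such as fzo1-1 at 37 °C on non-fermentable ethanol glycerol medium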
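Temperature-sensitive fusion-defective S. cerevisiae (e.g. fzo1-1, mgm1-5) were grown with compound in YPEG medium (3% ethanol, 3% glycerol) for 48 hours at 37C. Growth rescue was measured as viability by CellTiterGlo luminescence after 10 minutes at ambient.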
Starred values were filed as active, the others as inactive; u = inconclusive; x = not tested or not shown; & = joins results of further samples; [ ] = dose if it differs, or a comment. Unless noted, calls come from the whole dose curve; as a rule, active = well fitted curve in the direction sought with a large enough effect; inconclusive = small, poorly fitted or top-dose-only effect, or another doubt; inactive = no such curve, though single readings can be large; an effect the other way counts as inactive or inconclusive.

The line under a structure holds: Mito fusion yeast, Eya2 phos inh, S-ASM inh, ELG1 DNA repair, TSHR antagonist, TCR activator, AT treatment, Tb PFK block, Chronic BCR inh, Integrin act MD, PTAP TSG101 blk
- NC(=S)NNc1cccc2cccnc12
    1%, 3%, 0%, -11%, 11, -16%, 0%, -2%, 18%, -41%, -10%
- COc1ccc(Cc2nc(-c3cccc(C)c3)no2)cc1
    -3%, 5%, -2%, u, 4, 3%, -3%, 1%, 13%, -18%, 0%
- CCOCCCNC(=O)CNC(=S)N(Cc1ccc(C)cc1)Cc1ccco1
    -1%, 8%, 6%, -8%, 2, -1%, 0%, 1%, 1%, -16%, -2%
- CC1(C)CC(=O)C(C=N)=C(O)C1
    -1%, 10%, 1%, -4%, 1, 5%, 1%, 3%, u, -3%, -4%
- C#Cc1ccc(CN2CCC(Oc3ccc(C(=O)NCc4ccccn4)cc3)CC2)cc1
    -1%, -3%, 2%, -26%, -11, 8%, 4%, -7%, -1%, -8%, 0%
- Nc1cc([N+](=O)[O-])ccc1Nc1ccccc1
    -3%, -6%, -7%, -9%, 3, -4%, 0%, 5%, 0%, -47%[inhibitor], -1%
- CCN(CC(=O)NCc1cccs1)C(=O)/C=C/c1cc(Br)ccc1OC(F)F
    12%, 10%, -2%, u, 2, -1%, 5%, -7%, 0%, 26%, -9%
- O=C(CSc1cn(CCNC(=O)c2c(F)cccc2F)c2ccccc12)NCC1CCCO1 (stereo not given)
    2%, 2%, -2%, u, -3, -4%, -1%, 3%, -6%, -9%, -2%
- COc1ccccc1N1CCN(C(=O)c2cc(C(=O)N3CCN(c4ccccc4OC)CC3)cc([N+](=O)[O-])c2)CC1
    -6%, 1%, 1%, -7%, 5, -1%, 11%, 2%, -1%, 1%, 0%
- CCCN(CCC)Cc1c(C(=O)N/N=C/C(C)=C\c2ccccc2)nnn1-c1nonc1N
    -10%, 5%, -4%, u, -38, -5%, -11%, -8%, 1%, -14%, -5%
- O=C(O)CCSc1ccccn1
    -1%, -7%, 4%, -5%, 1, -1%, 4%, -5%, -18%, 13%, -5%
- CC1c2[nH]c3ccccc3c2C[C@H]2C(=O)N(CCO)CC(=O)N12 (stereo not given in full)
    1%, -9%, 0%, 3%, -8, -6%, 4%, 2%, u, 2%, -6%
- COc1ccccc1C(=O)COC(=O)CN1C(=O)c2ccccc2C1=O
    0%, -7%, 4%, 2%, -6, 6%, 3%, -3%, -1%, -34%, -5%
- Cc1ccc(N(CC(N)=O)C2SC(=O)N(Cc3cccc(C(=O)O)c3)C2=O)cc1 (stereo not given)
    3%, 14%, -1%, 1%, -6, 2%, 9%, 3%, -13%, -31%, -3%
- C#CCNC(=O)C1=C[C@H](c2coc3ccccc3c2=O)C[C@H](OCc2ccc(CO)cc2)O1
    1%, 15%, 2%, -10%, 0, 0%, 7%, 1%, u, 9%, -1%
- CN(C)C(=O)COC(=O)c1cc(Cl)cc(Cl)c1N
    -1%, 3%, x, 14%, 0, 0%, 1%, -10%, -14%, 0%, -8%
- CCN1CCCC1CNc1ccc(S(C)(=O)=O)cc1[N+](=O)[O-] (stereo not given)
    0%, 5%, -9%, -11%, -5, -1%, 0%, -1%, -5%, 6%, 0%
- CC1CCCC(C)N1C(=O)COC(=O)Cn1cnc2c1c(=O)n(C)c(=O)n2C (stereo not given)
    -8%, -7%, 7%, 10%, 3, 14%, -4%, -2%, u, 14%, -2%
- CCCCNC(=O)C1CCN(S(=O)(=O)c2cnc[nH]2)CC1
    -4%, 2%, -1%, 4%, -6, -4%, 0%, 4%, 3%, 5%, -4%
- CCOC(=O)Cc1csc(NS(=O)(=O)c2ccc(C(F)(F)F)cc2)n1
    2%, 1%, 0%, u, 7, -3%, -2%, 3%, -3%, 33%, 0%
- CCCCNS(=O)(=O)c1ccc2nc(SCC(N)=O)[nH]c2c1
    -2%, -3%, 7%, 0%, -11, 0%, 11%, 3%, u, 6%, -3%
- CCC(C)NC(=O)C1(O)c2ccccc2NC(=O)N1c1ccc(C)c(C)c1 (stereo not given)
    -2%, 0%, 1%, -7%, 10, 4%, -9%, 2%, u, u, -2%
- O=C(NC(=S)N1CCCC1)c1cccc([N+](=O)[O-])c1
    -11%, 8%, 7%, 1%, -3, -5%, 7%, 0%, -1%, -8%, -3%
- Cc1ccc(-c2ccc(/C=N/n3cnnc3)o2)cc1Cl
    -13%, -9%, -3%, -7%, -1, 2%, 7%, -10%, u, -5%, 1%
- Cc1ccc2[nH]c3c(=O)n(CCCN4CCN(C)CC4)cnc3c2c1
    -2%&-12%, -6%&0%, 3%, 23%, 6&3, -1%, 0%, 3%&-4%, u, 19%, 1%
- Cc1ccc(OCC(=O)O/N=C(\N)Cc2ccc([N+](=O)[O-])cc2)cc1C
    4%, 8%, 4%, -11%, -16, -4%, 6%, 0%, u, 16%, -1%
- CCOc1ccc(S(=O)(=O)N(C)CCO)cc1-c1nc2c(C(C)(C)C)nn(C)c2c(=O)[nH]1
    -1%, -1%, 45%, u, -10, 0%, 7%, 1%, 0%, -23%, -3%
- O=C(Cc1c(Cl)cccc1Cl)NCCc1ccc(Cl)cc1
    u, 1%, 2%, 10%, -12, -6%[46.1 µM], 0%, 3%, 3%, 24%, -6%
- CCC(c1nnc(SCC(=O)NCCc2ccc(Cl)cc2Cl)o1)N(C)C (stereo not given)
    -5%, 3%, 1%, 1%, 1, 6%, x, -11%, -2%, -6%, 0%
- CCN(C(=O)c1cc2c(=O)[nH]c3ccc(C)cc3c2s1)c1ccccc1F
    3%, 5%, 11%, 1%, -4, 1%, -8%, 1%, 7%, u, -7%
- COc1ccc(C(=O)NC(C(=O)NCC2CCCO2)C(C)C)cc1 (stereo not given)
    5%, 5%, 6%, 7%, -3, -2%, 0%, 0%, 1%, 6%, -1%
- Cc1cc(C)n(-c2nnc(C)n2/N=C/c2ccco2)n1
    0%, -1%, 4%, -10%, 0, 0%, x, -4%, 2%, -23%, -7%
- O=C(CN(c1ccc(F)cc1)S(=O)(=O)c1ccc2c(c1)OCCO2)NCc1ccncc1
    -1%, 8%, 5%, -4%, 7, 0%, 5%, 2%, u, 22%, -6%
- COc1ccc(OC)c(S(=O)(=O)N2CCCC(N3CCN(c4ccccc4)CC3)C2)c1 (stereo not given)
    -11%, u, 1%, u, -5, 7%, -4%, -2%, 1%, -9%, -5%
- Cc1ccc(C2=NNC(C(O)C(O)C(O)C(C)O)S2)cc1 (stereo not given)
    1%, 25%, -1%, u, 9, -3%, -1%, -2%, 8%, 29%, -3%
- Cc1cc(Nc2ccccc2)c2c([N+](=O)[O-])c(C)cc(C)c2n1
    17%, -2%, -16%, 10%, -16, 5%, -9%, 0%, u, 36%, 0%
- COC(=O)CNC(=O)Cn1c(=O)n(Cc2ccc(F)cc2)c(=O)c2sccc21
    2%, -6%, 0%, u, 6, -2%, -13%, 1%, 4%, 32%, 0%
- O=C(CN1CCCC1)NC12CC3CC(CC(C3)C1)C2
    -2%, 1%, 1%, -3%, 9, 1%[46.1 µM], 2%, 7%, -6%, -5%, -3%
- COc1cccc(N/C(N)=N/c2nc(CSc3ccccn3)cc(=O)[nH]2)c1
    2%, 0%, x, -11%, -10, x, -4%, 1%, u, x, x

Hits appear at their usual frequency. About 3.2% of those tested had a hit in this group.
